Bioassay records from PubChem.
MrgX1 PAM – allosterically activates human MrgX1 receptor signaling | Q96LB2 | actives 0.63% (n = 310,000) | MrgX1-HEK293, Fluo-4 calcium flux, FDSS; stronger effect = higher value | AID 588675 | B-score at 10 µM;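 active = plate-corrected calcium response at least 3 library SD above typical, normal starting fluorescence, not activating the receptor alone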;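 note: compound read alongside a low EC10 to EC30 dose of BAM8-22 agonist; peak minus trough fluorescence over baseline measured at the second addition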
TRPC6 inhibitor – inhibitors of mouse TRPC6 channel | Q61143 | HEK293-TRPC6, membrane potential dye, ACh-evoked depolarization; stronger effect = lower value | B-score at 10 µM | actives 1.1% (n = 310,000) | AID 2553;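 active = B-score under library mean minus 3 SD, initial fluorescence not abnormally high, positive integrated signal ratio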;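 note: B-score derived from integrated fluorescence ratio over the kinetic read; more negative B-score means stronger inhibition of depolarization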
Target sequence (Q61143 whole entry, looked up): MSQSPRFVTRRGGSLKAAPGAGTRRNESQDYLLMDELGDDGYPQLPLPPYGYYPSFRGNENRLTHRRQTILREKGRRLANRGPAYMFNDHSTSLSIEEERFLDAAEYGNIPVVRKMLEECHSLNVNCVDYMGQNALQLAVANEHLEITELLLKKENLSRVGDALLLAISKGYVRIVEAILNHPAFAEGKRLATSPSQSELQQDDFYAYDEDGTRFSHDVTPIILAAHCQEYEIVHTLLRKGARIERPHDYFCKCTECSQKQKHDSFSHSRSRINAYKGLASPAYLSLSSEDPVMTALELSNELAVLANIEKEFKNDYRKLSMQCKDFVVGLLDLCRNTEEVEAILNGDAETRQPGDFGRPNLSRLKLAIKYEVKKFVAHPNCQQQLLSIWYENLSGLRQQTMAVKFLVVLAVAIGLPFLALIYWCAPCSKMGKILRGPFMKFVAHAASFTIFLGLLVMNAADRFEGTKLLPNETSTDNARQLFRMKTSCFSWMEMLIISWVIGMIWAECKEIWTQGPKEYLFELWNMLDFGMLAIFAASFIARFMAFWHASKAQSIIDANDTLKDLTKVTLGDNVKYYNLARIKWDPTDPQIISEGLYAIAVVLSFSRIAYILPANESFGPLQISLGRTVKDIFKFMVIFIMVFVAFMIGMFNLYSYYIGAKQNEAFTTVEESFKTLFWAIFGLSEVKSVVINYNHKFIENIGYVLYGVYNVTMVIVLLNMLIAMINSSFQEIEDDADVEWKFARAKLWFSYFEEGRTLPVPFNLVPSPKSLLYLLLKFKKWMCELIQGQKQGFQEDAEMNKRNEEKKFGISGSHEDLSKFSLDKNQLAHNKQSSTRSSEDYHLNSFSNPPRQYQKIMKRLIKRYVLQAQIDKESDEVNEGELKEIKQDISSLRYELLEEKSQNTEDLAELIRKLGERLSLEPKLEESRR
TRPC4 agonist – opens the mouse TRPC4 cation channel; actives 0.49% (n = 310,000); Q9QUQ5; HEK293 TRPC4beta/mu-opioid, Fluo4 calcium fluorescence; stronger effect = higher value; AID 2237; B-score at 10 µM;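 active = B-score above 5 SD of library B-scores, and initial fluorescence ratio not above library mean plus 5 SD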;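 note: positive B-score marks a calcium rise read as TRPC4 activation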
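System: HEK293 cells stably co-expressing mouse TRPC4beta and mu-opioid receptor; Schedule: Fluo4 dye loading 45 min at room temperature, 110 s recording; Detection: Fluo4 fluorescence, kinetic; Evaluation: B-scored integrated calcium fluorescence ratio; Controls: buffer (low) and maximal DAMGO (high).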
SKKanGAS inh – inhibitors of SKKanGAS S. pyogenes growth in kanamycin (SK-promoter or general growth effect); BacTiter-Glo, 6 h; inhibition, % at 7.5 µM; actives 1.3% (n = 300,000); AID 1662;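 active = mean replicate score, as percent of positive control median, at least 50; inconclusive = mean below 50 but one replicate at or above 50; inactive = mean and every replicate below 50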;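 note: strain carries kanamycin resistance gene driven by streptokinase promoter and grows in 40 µg/ml kanamycin; loss of luminescence reflects streptokinase promoter inhibition or plain growth inhibition; 0% = median of DMSO wells and 100% = positive control at its reference dose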
TRPC4 potent – allosterically enhances the mouse TRPC4 cation channel; HEK293 TRPC4beta/mu-opioid, DAMGO EC20, Fluo-4 Ca2+ flux; stronger effect = higher value; actives 0.42% (n = 310,000); B-score at 10 µM; Q9QUQ5;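 active = B-score of calcium response area above 5 SD of library B-scores, with initial fluorescence ratio within 5 SD of library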;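 note: B-score of integrated fluorescence ratio over time as area under calcium response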
MrgX1 ag – activates human MrgX1 receptor signaling. Q96LB2. MrgX1-HEK293 cells, Fluo-4 calcium fluorescence, agonist mode; stronger effect = higher value. B-score at 10 µM. actives 0.44% (n = 310,000);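 active = calcium response B-score plate-corrected fluorescence ratio at least 3 library SD, with starting fluorescence B-score inside 5 SD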
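System: HEK293 cells stably expressing human MrgX1 receptor; Dosing: test compound in the initial addition of three; Schedule: overnight plating, then 30 min 37 °C plus 30 min room-temperature dye loading; Detection: kinetic calcium dye fluorescence, Fluo-4 NW; Controls: per-plate positive and negative controls for Z′ factor.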
ANO1 activ – mouse TMEM16A channel activation, primary screen | Q8BHY3 | HEK293 TMEM16A/YFP-H148Q/I152L, iodide quench fluorescence; stronger effect = lower value | B-score at 10 µM | actives 0.3% (n = 340,000) | AID 623877;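 active = fluorescence-ratio B-score plate-corrected deviation score at least 3 library SD below zero, with starting fluorescence score within 5 deviations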;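 note: channel opened by trigger with iodide after compound preincubation; score built on the fluorescence ratio of max minus min over baseline; more negative score means more quench and so TMEM16A activation or potentiation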
TRPC6 act – activates the mouse TRPC6 cation channel. Q61143. B-score at 10 µM. HEK293-TRPC6 membrane potential dye fluorescence; stronger effect = higher value. actives 0.13% (n = 310,000). AID 2550;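 active = B-score of the integrated fluorescence ratio above library mean plus 3 SD, and starting fluorescence ratio within library mean plus 5 SD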;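 note: higher score means more depolarization so channel activation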
TRPC4 inh – TRPC4 (mouse) channel inhibition; B-score at 10 µM; actives 0.39% (n = 300,000); HEK293 TRPC4beta/mu-opioid, DAMGO-evoked Fluo4 calcium flux; stronger effect = lower value; Q9QUQ5;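 active = B-score over 3 SD under the library average, no early fluorescence shift, positive overall ratio signal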
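Assay system: Stable TRPC4beta/mu-opioid receptor HEK293 cells | Reagent: DAMGO in two steps, submaximal then maximal | Compound dosing: Single concentration per test compound | Signal: Fluo4 Ca2+ flux fluorescence | Evaluation: Per-well B score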
TMEM16A inh – inhibitors of mouse TMEM16A calcium-activated chloride channel | Q8BHY3 | HEK293 TMEM16A/YFP iodide influx fluorescence, ionomycin | normalized B-score (activity score, 25-100; higher = stronger inhibition) at 10 µM | actives 1.2% (n = 310,000) | AID 588511;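 active = ratio plate-corrected score three or more library SD toward inhibition, starting fluorescence score within five deviations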;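 note: score derived from kinetic fluorescence span divided by baseline fluorescence per well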
MrgX1 antagonist – blocks BAM8-22 activation of human MrgX1 receptor | Q96LB2 | MRGX1-HEK293 calcium flux, Fluo-4, BAM8-22 antagonism; stronger effect = lower value | B-score at 10 µM | actives 1.3% (n = 310,000) | AID 588676;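 active = calcium-response B-score plate-corrected more than 3 library SD below zero, starting fluorescence within 5 deviations, no agonist response on first addition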;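 note: peak minus trough fluorescence over baseline after final BAM8-22 challenge near maximal dose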
Starred values were filed as active, the others as inactive; i = inactive; u = inconclusive; x = not tested or not shown.

Under each structure: MrgX1 PAM | TRPC6 inhibitor | TRPC4 agonist | SKKanGAS inh | TRPC4 potent | MrgX1 ag | ANO1 activ | TRPC6 act | TRPC4 inh | TMEM16A inh | MrgX1 antagonist
O=C(NCc1cccnc1)C1CCN(S(=O)(=O)N2CCOCC2)CC1
  i | i | i | 1 | i | i | i | i | i | i | i
O=C(Nc1ncc2c(n1)-c1ccccc1OC2)c1ccc(Cl)cc1Cl
  i | i | i | 5 | i | i | i | i | i | i | i
COc1ccc(-c2noc(C(=O)NCc3ccccc3Cl)n2)cc1OC
  i | i | i | x | i | i | i | i | i | i | i
Cc1ccc(C(=O)NCc2nnc(SCC(=O)NC(C)c3ccccc3)n2C)cc1 (centres undefined)
  i | i | i | 7 | i | i | i | i | i | i | i
O=C(NNC(=O)c1ccc(NC(=O)C2CC2)cc1)c1ccc(F)cc1
  i | i | i | x | i | i | i | i | i | i | i
COC(=O)C1=C(C)N(CCCC(=O)O)C(=O)NC1c1ccc(OC)cc1 (centres undefined)
  i | i | i | 2 | i | i | i | i | i | i | i
COc1ccc2cc(C(=O)N3CCc4ccccc43)[nH]c2c1
  i | i | i | -8 | i | i | i | i | i | i | i
COc1ccc(C(=O)O)cc1S(=O)(=O)Nc1cccc(C(F)(F)F)c1
  i | i | i | -2 | i | i | i | i | i | i | i
CCc1ccccc1NC(=O)CSc1nnc(Cn2nnc3ccccc32)n1C
  i | i | i | -2 | i | i | i | i | i | i | i
Cc1ccccc1NC(=S)N(Cc1ccccn1)Cc1ccccc1Cl
  i | i | i | -4 | i | i | i | i | i | i | i
CCOc1ccc(Cl)cc1S(=O)(=O)N1CCC(C(=O)NCc2ccco2)CC1
  i | i | i | 0 | i | i | i | i | i | i | i
O=C(Cc1ccccn1)c1ccccc1
  i | i | i | 5 | i | i | i | i | i | i | i
COc1ccc2c(Cl)c(C(=O)NCc3ccco3)sc2c1
  i | i | i | -12 | i | i | i | i | i | i | i
CCOc1cccc(C(=O)Nc2cc(-c3nn4c(C)nnc4s3)ccc2C)c1
  i | i | i | -5 | i | i | i | i | i | i | i
O=[N+]([O-])c1ccccc1S(=O)(=O)Nc1cccc(-c2ccc(N3CCOCC3)nn2)c1
  i | i | i | -13 | i | i | i | i | i | i | i
C=CCn1c(C(C)(C)C)nc2ccccc21
  i | i | i | -17 | i | i | i | i | i | i | i
O=S(=O)(NCC(c1cccnc1)N1CCN(Cc2ccccc2)CC1)c1ccc(Cl)cc1 (centres undefined)
  i | i | i | 1 | i | i | i | i | i | i | i
CCCCN1C(=O)Cc2c1nc(N)c1c(N)nc(N(CCC)CCC)c(C#N)c21
  i | i | i | 15 | i | i | i | i | i | i | i
OCC(O)C1OC(Nc2ccc(Cl)cc2)C(O)C1O (centres undefined)
  i | i | i | 1 | i | i | i | i | i | i | i
C=CCc1c(C)nn(CC(=O)O)c1-c1ccccc1
  i | i | i | 9 | i | i | i | i | i | i | i
Cn1c(C(=O)Nc2ccc3c(c2)OCCO3)cc2c(=O)n(C)c3ccccc3c21
  i | i | i | -9 | i | i | i | i | i | i | i
CC(=O)c1sc(NC(=O)c2c(F)cccc2F)nc1C
  i | i | i | 0 | i | i | i | i | i | i | i
Cc1ccc(-n2ccc(=O)c(C(=O)Nc3ccc(S(=O)(=O)Nc4onc(C)c4C)cc3)n2)cc1
  i | i | i | 31 | i | i | i | i | i | i | i
O=C(COc1ccc(F)cc1Cl)Nc1nc(-c2ccccn2)cs1
  i | i | i | 110* | i | i | i | i | i | i | i
Cc1ccc2[nH]c(=O)c(CN(CCCN(C)C)C(=O)Nc3cccc(Cl)c3)cc2c1
  i | i | i | 7 | i | i | i | i | i | i | i
CCc1nnc(NC(=O)C2Cc3ccccc3CN2S(=O)(=O)c2c(C)c(C)cc(C)c2C)s1 (centres undefined)
  i | i | i | 17 | i | i | i | i | i | 25* | i
COc1cccc(OC)c1C(=O)Nc1nc2ccc(S(C)(=O)=O)cc2s1
  i | i | i | -5 | i | i | i | i | i | i | i
CCCN1CCC(=O)N([C@H](CSc2ccccc2)c2ccccc2)CC1
  i | i | i | 3 | i | i | i | i | i | i | i
Cc1cccc(C(=O)OCC(=O)NCc2cccs2)c1
  i | i | i | -11 | i | i | i | i | i | i | i
COc1cccc(-c2nnc(SCCOc3ccc4c(C)cc(=O)oc4c3)o2)c1
  i | i | i | 12 | i | i | i | i | i | i | i
CCCCNC(=O)C1(O)c2ccccc2NC(=O)N1c1ccc(Cl)cc1 (centres undefined)
  i | i | i | -1 | i | i | i | i | i | i | i
CCCOc1ccc(/C=C/C(=O)NC2CCCCC2)cc1OC
  i | i | i | 0 | i | i | i | i | i | i | i
O=C1C=C(NCC2CCCO2)CC(c2ccccc2)C1 (centres undefined)
  x | i | i | 3 | i | x | i | i | i | x | x
C/C=N/NC(=O)c1cc(Br)ccc1O
  i | i | i | -14 | i | i | i | i | i | i | i
CN(NS(C)(=O)=O)c1c(C#N)c(C(F)(F)F)nn1C
  i | i | i | 4 | i | i | i | i | i | i | i
Cc1cccn2c(=O)c3cc(C(=O)NCCN4CCOCC4)c(=N)n(CCCN4CCOCC4)c3nc12
  i | -5* | i | -1 | i | i | i | i | i | i | i
Cc1cccc(NC(=O)CCS(=O)(=O)c2ccc(Cl)cc2)c1
  i | i | i | 4 | i | i | i | i | i | i | i
C/C=C/c1ccc(OCC(=O)N(C)CC(=O)Nc2ccc(F)cc2)c(OC)c1
  i | i | i | -4 | i | i | i | i | i | i | i
O=C(CSc1nnc2ccccn12)c1ccc(OC(F)F)cc1OC(F)F
  i | i | i | -4 | i | i | i | i | i | i | i
COc1ccc(NS(=O)(=O)c2cccc3nsnc23)cc1Cl
  i | i | i | -2 | i | i | i | i | i | i | i
N#CN/C(=N\S(=O)(=O)c1ccccc1)c1ccccc1
  i | i | i | -6 | i | i | i | i | i | i | i
COc1ccc(/C=C/C(=O)OCC(=O)Nc2ccc3[nH]c(=O)[nH]c3c2)cc1OC
  i | i | i | -1 | i | i | i | i | i | i | i
O=C(OCC(=O)N1N=C(c2ccc(Cl)cc2)CC1c1ccco1)c1ccccc1O (centres undefined)
  i | i | i | 21 | i | i | i | i | i | i | i
CCO[C@H]1OC(C(=O)NCc2ccccc2)=C[C@@H](c2ccccc2)[C@@H]1CCCO
  i | i | i | 11 | i | i | i | i | i | i | i
CCOC(=O)c1c(NC(=O)CSc2nc(C)cc(C)c2C#N)sc(C(C)=O)c1C
  i | i | i | 4 | i | i | i | i | i | i | i
Cn1ncc(N=Cc2ccccc2)c1C(N)=O
  i | i | i | -5 | i | i | i | i | i | i | i
COc1ccc(NC(=O)COC(=O)c2ccc(Cl)c(S(N)(=O)=O)c2)c([N+](=O)[O-])c1
  i | i | i | -8 | i | i | i | i | i | i | i
O=C(NNC(=O)C12CC3CC(CC(C3)C1)C2)c1cccc([N+](=O)[O-])c1
  i | i | i | 1 | i | i | i | i | i | i | i
O=C(NCc1ccccn1)C1CCC(=O)N1C1CCCCC1 (centres undefined)
  i | i | i | -4 | i | i | i | i | i | i | i
Cc1c(C(=O)NCCSCc2c(Cl)cccc2Cl)cccc1[N+](=O)[O-]
  i | i | i | 21 | i | i | i | i | i | i | i
COc1ccc(C(CC(=O)Nc2nccs2)n2cccc2)cc1 (centres undefined)
  i | i | i | 0 | i | i | i | i | i | i | i
Cc1cc(/C=N/NC(=O)CC#N)c(C)n1-c1ccc([N+](=O)[O-])cc1
  i | i | i | 3 | i | i | i | i | i | i | i
O=C(O)C1CC=C(Cl)CC1C(=O)NCc1ccccc1 (centres undefined)
  i | i | i | 0 | i | i | i | i | i | i | i
CSc1nc2c(c(-c3ccccc3)c1C#N)CCC2
  i | i | i | 1 | i | i | i | i | i | i | -6.5*
Cc1cccc(NC(=O)NNC(=O)c2cc3ccccc3cc2O)c1C
  i | i | i | 2 | i | i | i | i | i | i | i
Cc1c(C(=O)N/N=C/c2c(O)ccc3ccccc23)nnn1-c1nonc1N
  i | i | i | u | i | i | i | i | i | i | i
O=C(Oc1cc(=O)oc2c1c(=O)n1c3c(cccc23)CC1)c1ccccc1
  i | i | i | 10 | i | i | i | i | i | i | i
O=c1[nH]cnc2[nH]ncc12
  i | i | i | -3 | i | i | i | i | i | i | i
Cc1cccc(Cc2nnc(CCC(=O)NCc3cnc4ccccn34)o2)c1
  i | i | i | -3 | i | i | i | i | i | i | i
COc1ccc(CCNC(=O)CSc2nnc(CNC(=O)c3cc(OC)c(OC)c(OC)c3)o2)cc1OC
  i | i | i | 15 | i | i | i | i | i | i | i

Additional records follow:
Under each structure: MrgX1 PAM | TRPC6 inhibitor | TRPC4 agonist | SKKanGAS inh | TRPC4 potent | MrgX1 ag | ANO1 activ | TRPC6 act | TRPC4 inh | TMEM16A inh | MrgX1 antagonist
CCCCc1ccc(N=N/C(C(=O)Nc2cc(OC)c(NC(C)=O)cc2OC)=C(/C)O)cc1
  i | i | i | -3 | i | i | i | i | i | i | i
Cc1oc2ccc(O)cc2c1C(=O)c1ccc(Br)cc1
  i | i | i | -2 | i | i | i | i | i | i | i
CC(=O)N1N=C(c2ccc(C)o2)CC1c1ccc(F)cc1 (centres undefined)
  i | i | i | -2 | i | i | i | i | i | i | i
O=C1C=C(NC2CCCC2)CC(c2ccccc2)C1 (centres undefined)
  i | i | i | -4 | i | i | i | i | i | i | i
CN(Cc1nc(-c2cccnc2)no1)S(=O)(=O)c1ccccc1
  i | i | i | 2 | i | i | i | i | i | i | i
Cc1nc(SCC(=O)Nc2ccc(F)cc2)c2oc3ccccc3c2n1
  i | i | i | 10 | i | i | i | i | i | i | i
CCc1ccc(/C=C2\Oc3cc(OS(C)(=O)=O)ccc3C2=O)cc1
  i | i | i | 13 | i | i | i | i | i | i | i
Cc1ccc(-c2noc(CSc3ccccc3)n2)cc1
  i | i | i | 9 | i | i | i | i | i | i | i
